GAA glycogen mod: alters human alpha-glucosidase cleavage of glycogen. hit rate 0.38% among 300,000. Potency, µM (series often up to 76.4 µM), for the others: top-dose activity change, negative = inhibition, most hits filed as inhibitors. P10253. recombinant GAA, glycogen substrate, Amplex Red glucose oxidase fluorescence; active = well fitted inhibition curve with a large enough effect; inconclusive = small, poorly fitted or top-dose-only effect, or another doubt; inactive = no such curve, though single readings can be large or run the other way;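 note: 0% = full enzyme reaction and -100% = no-enzyme basal signal; the screen sought inhibitors and activators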
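qHTS, 1536-well; enzyme 4 nM final; cpd up to 77 uM; substrate bovine liver glycogen 30 ug; 50 mM citrate/phosphate pH 5.0, 0.01% Tween-20; 37 C, 40 min; Amplex Red detection 45 min RT; Hill fit → AC50.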
* = called active by the depositor; ? = inconclusive; [ ] = remark or other dose. Potency is the fitted concentration of half-maximal effect. An excerpt, so the mix of outcomes need not match the whole.

GAA glycogen mod,Molecule
?,Cc1ccc(S(=O)(=O)Nc2ccc(Nc3ccccc3)cc2)cc1
0%[76.3 µM],Cc1ccc(Cl)cc1N1CCN(C(=O)Cn2nc(C)c3sc4ccccc4c3c2=O)CC1
-3%[76.3 µM],O=C(NCc1cccnc1)Nc1ccc(Cl)cc1
1%[76.3 µM],COc1ccc(OC)c(NC(=O)c2ccc(S(=O)(=O)N3CCOCC3)cc2)c1
0%,COc1ccc(CCNC(=O)C2CCN(C(=O)c3ccccc3C)CC2)cc1
-6%,O=C(NCCc1ccc(Cl)cc1)c1ccc(=O)[nH]c1
-11%[76.3 µM],COc1ccc(N2CCN(C(=O)c3ccc(COc4ccc([N+](=O)[O-])cc4)o3)CC2)cc1
-14%,COc1cc(/C=C/c2cc[n+](C)cc2)ccc1OCC(=O)Nc1ccccc1
11%,COc1cc(NC(=O)CSc2ncnc3sc4c(c23)CCCC4)c(C(=O)O)cc1OC
19%[76.3 µM],CCC(=O)N1c2ccc(S(=O)(=O)CCC(=O)N3CCN(c4ccccc4F)CC3)cc2CC1C (configuration not stated)
-5%[76.3 µM],COc1ccc(S(=O)(=O)N2CCC(C(=O)Nc3ccccc3N3CCCCC3)CC2)cc1OC
-11%,CCCCNC(=O)N1CCN(C(c2ccccc2)c2ccccc2)CC1
5%[76.3 µM],Cc1occc1C(=O)N1CCCC(N2CCN(c3cccc(C(F)(F)F)c3)CC2)C1 (configuration not stated)
-5%[76.3 µM],COc1ccc(NC(=O)C2=CC(c3ccc4c(c3)OCO4)=NS(=O)(=O)N2C)cc1
-4%[76.3 µM],COc1cccc(/C=N\NS(=O)(=O)c2ccccc2)c1OC

GAA glycogen mod,Molecule
-17%[76.3 µM],Cc1cccc(Cn2cc(S(=O)(=O)c3ccccc3)c(=O)c3cc(F)c(N4CCOCC4)cc32)c1
-13%[15.3 µM],C[n+]1ccccc1/C=C/c1ccccc1Cl
-11%[76.3 µM],CCCCN(Cc1ccccc1)C(=O)C1CCC(=O)N(CCc2ccccn2)C1 (configuration not stated)
0%,O=c1[nH]cnc2c1nnn2Cc1ccccc1
0%,COc1ccc(-c2c(C)nn3c(N4CCOCC4)cc(C)nc23)cc1OC
7%,COc1ccc(C(=O)O/N=C(\N)c2ccccc2Cl)cc1OC
-4%,Cc1cc(NC(=O)Nc2ccc(Cl)cc2)n(C(C)(C)C)n1
-10%[76.3 µM],Cc1ccccc1C(=O)NC1CC2CCCC(C1)N2Cc1ccc(Cl)cc1 (configuration not stated)
5%,Nc1nc(-c2ccccc2)c(-c2ccccc2)n1N
0%[76.3 µM],COc1cccc(CN2CC(C(=O)NC3(c4ccccc4)CC3)CCC2=O)c1 (configuration not stated)
3%[76.3 µM],Cc1ccc(C(=O)Nc2c(N)nc(SCC(=O)NCC3CCCO3)[nH]c2=O)cc1 (configuration not stated)
0%[76.3 µM],CN(C)S(=O)(=O)c1ccc(N2CCCC2)c(C(=O)NCCc2ccc(F)cc2)c1
-23%[76.3 µM],Cc1ccc(OCCN(C)C(=O)c2cc(COc3ccc(F)cc3F)on2)cc1
-8%[76.3 µM],CC(C)Cc1nnc(NC(=O)CCC(=O)N2CCN(c3ccc([N+](=O)[O-])cc3)CC2)s1
2%,COc1cc2[nH]c(=S)nc(NCc3cccc(Cl)c3)c2cc1OC

GAA glycogen mod,Molecule
0%[76.3 µM],CC1CC(C)CN(c2ccc(NS(=O)(=O)c3ccccc3)cc2C(=O)O)C1 (configuration not stated)
-6%[76.3 µM],Cc1ccc2nc(-c3ccccc3C)oc(=O)c2c1
20%[76.3 µM],COc1ccc2c(=O)c3ccccc3oc2c1
-2%[76.3 µM],Cc1cccc(C(=O)N/C(=C/c2ccco2)C(=O)N2CCCCCC2)c1
-10%[76.3 µM],CC1(C)Cc2c(cnn2-c2ccc(F)cc2)C(NC(=O)CCC(F)(F)F)C1 (configuration not stated)
-5%[76.3 µM],O=C(NCc1ccccc1)c1ccc2c(c1)sc1nc(-c3ccc(F)cc3)cn12
-11%,CN(C(=O)CCNC(=O)Cn1ccc2ccccc2c1=O)c1ccc(Br)cc1
-1%[76.3 µM],N#Cc1ccccc1COC(=O)CCCC1=NS(=O)(=O)c2ccccc2N1
-8%[76.3 µM],O=C(NNC(=O)C(O)c1ccccc1)NC1CCCCC1 (configuration not stated)
-5%[76.3 µM],Cc1ccc(C(=O)N2CCOCC2)cc1S(=O)(=O)N1CCOCC1
-4%[76.3 µM],CCc1ccc(NC(=O)Nn2cnnc2)cc1
16%[76.3 µM],CC1CN(C(=O)CCC(=O)NCCCN2C(C)CCCC2C)c2ccccc2O1 (configuration not stated)
0%,COCCn1cnc2c1c(=O)n(Cc1ccccc1C#N)c(=O)n2Cc1ccccc1
0%[76.3 µM],O=C(Nc1ccc(Nc2ccccc2)cc1)c1cc([N+](=O)[O-])ccc1Cl
-10%[76.3 µM],Cc1cccc(NC(=O)c2cccc(C(=O)Nc3cccc(C)n3)c2)n1

Molecules from the list above containing four or more nitrogen atoms, in the order listed:
GAA glycogen mod,Molecule
0%[76.3 µM],Cc1ccc(Cl)cc1N1CCN(C(=O)Cn2nc(C)c3sc4ccccc4c3c2=O)CC1
0%,O=c1[nH]cnc2c1nnn2Cc1ccccc1
0%,COc1ccc(-c2c(C)nn3c(N4CCOCC4)cc(C)nc23)cc1OC
-4%,Cc1cc(NC(=O)Nc2ccc(Cl)cc2)n(C(C)(C)C)n1
5%,Nc1nc(-c2ccccc2)c(-c2ccccc2)n1N
3%[76.3 µM],Cc1ccc(C(=O)Nc2c(N)nc(SCC(=O)NCC3CCCO3)[nH]c2=O)cc1 (configuration not stated)
-8%[76.3 µM],CC(C)Cc1nnc(NC(=O)CCC(=O)N2CCN(c3ccc([N+](=O)[O-])cc3)CC2)s1
-4%[76.3 µM],CCc1ccc(NC(=O)Nn2cnnc2)cc1
0%,COCCn1cnc2c1c(=O)n(Cc1ccccc1C#N)c(=O)n2Cc1ccccc1
-10%[76.3 µM],Cc1cccc(NC(=O)c2cccc(C(=O)Nc3cccc(C)n3)c2)n1

Other compounds:
GAA glycogen mod,Molecule
-12%[76.3 µM],O=C1CCC(C(=O)N2CCCC(C(=O)c3ccc4ccccc4c3)C2)=NN1 (configuration not stated)
0%,COc1cccc(OCCOc2ccc(/C=C3\C(=N)N4N=C(S(C)(=O)=O)SC4=NC3=O)cc2OC)c1
5%[76.3 µM],CC1CCc2sc(C(=O)N(C)CC(=O)Nc3ccc(N4CCOCC4)cc3)cc2C1 (configuration not stated)
7%,COc1cccc(C(C(=O)NC2CCCC2)N(C(=O)c2ccco2)c2ccc(C(C)=O)cc2)c1OC (configuration not stated)
3%[76.3 µM],O=S(=O)(NCCc1ccc(Cl)cc1)c1cccs1
-1%[76.3 µM],CCOC(=O)C1CCN(C(=O)c2cc(S(=O)(=O)N(C)C)ccc2N2CCCC2)CC1
5%[76.3 µM],Cc1ccc[n+](CC(=O)Nc2ccc(C)c(C)c2)c1
-10%,COc1ccccc1/C=N/OCc1ccc(C#N)cc1
1%,COc1cc2ncnc(NCc3cc(F)ccc3F)c2cc1OC
1%[76.3 µM],O=C(NN=C1CCCCCC1)c1cc2ccccc2cc1O
3%[76.3 µM],COc1cc(C(=S)N2CCOCC2)ccc1OC(=O)c1cccc(C)c1
3%,O=C(OCc1ccccc1F)c1cnc(Cl)c(Cl)c1
-5%[76.3 µM],CC(=O)N1CCC(C(=O)N2CCN(S(=O)(=O)c3ccc(F)cc3)CC2)CC1
-1%,CCOC(=O)CSc1n[nH]c(=O)n1CCc1ccccc1
-2%,Cc1ccc(C)c(Nc2cc(C)nc(-c3ccccc3O)n2)c1

GAA glycogen mod,Molecule
1%,CCOc1ccc(NC(=O)Cn2ncc3ccccc32)cc1
1%[76.3 µM],CC(C)c1ccc(NC(=O)Cn2nnc(C(=O)NCc3ccc4c(c3)OCO4)c2N)cc1
-7%[76.3 µM],CCCOc1ccc(/C=N/n2nnnc2N)cc1OC
4%,COCCSc1nnc(NC(=O)CS(=O)(=O)c2ccc(C)cc2)s1
-4%,COc1ccccc1N=Nc1ccc(N)c(C)c1
-4%[76.3 µM],Fc1ccccc1NC(=S)Nn1cnnc1
5%,COc1cccc(C(=O)Oc2ccc3ccc(=O)oc3c2)c1
1%[76.3 µM],O=C(O)COc1ccc(Br)cc1C(c1c(C(=O)O)[nH]c2ccccc12)c1c(C(=O)O)[nH]c2ccccc12
3%[76.3 µM],Cc1cc(C)n(CCNS(=O)(=O)c2ccc(Cl)cc2)n1
2%[76.3 µM],CC(=O)NC(Cc1c[nH]c2ccccc12)C(=O)NCCc1ccccn1 (configuration not stated)
-3%,Cn1c(O)c(/C=N/NC(=O)c2cc3ccccc3cc2O)c2ccccc21
-7%,O=C(NC1CCN(S(=O)(=O)c2ccccc2F)CC1)c1ccco1
3%,Cc1ccccc1N(CC(=O)NC1CCCCC1)C(=O)CCCC(=O)Nc1ccccn1
-3%,CN1CCC(NCCC(c2ccc(F)cc2)c2ccc(Cl)cc2)CC1 (configuration not stated)
-11%[76.3 µM],COc1ccc(C(=O)NCCCNC(=O)c2ccccn2)cc1

GAA glycogen mod,Molecule
-5%[76.3 µM],Cc1ccc(N2CCN(C(=O)c3nn(C)c4c3CSc3ccccc3-4)CC2C)cc1 (configuration not stated)
-28%,O=C(NNS(=O)(=O)c1ccc([N+](=O)[O-])cc1)c1ccc([N+](=O)[O-])cc1
4%,O=C(NCCCNC(=O)c1cc(Cl)ccc1Cl)c1ccco1
12%[76.3 µM],COc1cc(-c2noc(C)c2C#Cc2ccccn2)cc(OC)c1OC
3%[76.3 µM],CCN1C(=O)CSC1=Nc1cccc(C(=O)O)c1
-9%[76.3 µM],CCOc1ccc2nc(N(CCN(C)C)C(=O)c3ccc4c(c3)CCCC4)sc2c1
-13%[76.3 µM],O=C(N/N=C/c1ccc(OC(=O)c2ccccc2Br)cc1)c1ccccn1
0%,O=c1c2ccccc2[nH]c(=S)n1CCCN1CCN(c2ccccc2)CC1
0%[76.3 µM],CN1C(=O)c2ccc(NC(=O)CSc3ccccc3)cc2C1=O
2%,COCCNC(=O)C(c1ccc(C)cc1)N(CCOC)C(=O)CCC(=O)Nc1ccccn1 (configuration not stated)
-1%[76.3 µM],Cc1nnc(NC(=O)CSc2nnc(CNC(=O)c3ccc(S(=O)(=O)N(C)C)cc3)o2)s1
-25%[76.3 µM],O=C(C1CCCCC1)N1CCN(S(=O)(=O)c2cccc([N+](=O)[O-])c2)CC1
-11%,COc1ccc(OC)c(N(CC(=O)NN=C2CCN(C)CC2)S(=O)(=O)c2ccccc2)c1
-3%[76.3 µM],Cc1nc(C(=O)N2CCCC(N3CCN(c4ccccc4C)CC3)C2)cs1 (configuration not stated)
-2%,COc1ccc(-n2c(CN3CCN(c4ccccc4OC)CC3)nc3ccc([N+](=O)[O-])cc3c2=O)c(OC)c1

GAA glycogen mod,Molecule
-3%,COC(=O)[C@H](C)NC(=O)c1cc2c(cn1)[nH]c1ccccc12
22%[76.3 µM],O=C(c1cccnc1)N1CCN(C(=O)c2cccc(Cl)c2)CC1
-6%[76.3 µM],CCc1ccc(-c2cn3c(n2)sc2cc(C(=O)NCCc4ccc(OC)cc4OC)ccc23)cc1
?,CCOc1cc(/C=N/Nc2nnc(C)n2N)ccc1OC(C)=O
6%,COc1ccc(C(=O)O)cc1S(=O)(=O)N1CCCc2ccccc21
20%[76.3 µM],CC(C)(CC(=O)O)CC(=O)O
-2%,O=C(CCCC(=O)c1ccccc1)NCCc1ccccc1
4%[76.3 µM],CCN(CC)CCN(C(=O)C1=COCCO1)c1nc2c(OC)ccc(OC)c2s1
-15%[76.3 µM],CSc1ncc(C(=O)Nc2cccc(C)c2C)c(-c2ccccc2)n1
-1%[76.3 µM],CCN(C(=O)COC(=O)Cn1cnc2c1c(=O)n(C)c(=O)n2C)C1CCS(=O)(=O)C1 (configuration not stated)
-3%[76.3 µM],COc1ccc(-n2nc3c(c2NC(=O)C2CC(=O)N(c4ccccc4)C2)CS(=O)(=O)C3)cc1 (configuration not stated)
-12%,CCOc1ccc(CCNC(=O)c2nccnc2C(=O)O)cc1OCC
-12%[76.3 µM],COc1ccc(C(C)=O)cc1COc1cccc2cccnc12
2%[76.3 µM],COc1cc(CN2CCNC(=O)C2CC(=O)NC2CCCC2)cc(OC)c1 (configuration not stated)
-3%[76.3 µM],O=Cc1ccc(OCCCOc2cccc3cccnc23)cc1

GAA glycogen mod,Molecule
-11%[76.3 µM],CC(=O)N1CC(C)Sc2ccc(S(=O)(=O)NCc3ccc(Cl)cc3)cc21 (configuration not stated)
1%[76.3 µM],CCN(CC)C(=O)COc1c(-c2ccco2)oc2ccccc2c1=O
-4%,COc1ccc(S(=O)(=O)N(CC(=O)N2CCOCC2)c2ccc(F)cc2)cc1OC
0%,Cc1ccc(C)c(OCC(O)CN2CCc3ccccc3C2)c1C (configuration not stated)
-3%,COc1ccc(-c2cc(C(=O)Nc3cc(Cl)ccc3OC)no2)cc1
3%[76.3 µM],COC(=O)c1cc(S(=O)(=O)NCCCc2ccco2)c[nH]1
-8%[76.3 µM],O=C(CCN1C(=O)C2CC=CCC2C1=O)Nc1cccc(Cl)c1 (configuration not stated)
1%[76.3 µM],Cc1cccc(-c2noc(-c3ccccc3NC(=O)C3CC(=O)N(c4ccccc4C)C3)n2)c1 (configuration not stated)
-8%[76.3 µM],CC(Oc1cc2oc(=O)c3c(c2cc1Cl)CCC3)C(=O)NC1CC(C)(C)NC(C)(C)C1 (configuration not stated)
8%[76.3 µM],Cc1ccc(NC(=O)CCS(=O)(=O)c2cccc3nonc23)c(Cl)c1
-4%[76.3 µM],CC(C(=O)NC1CCCCC1)N1C(=O)C2C3C=CC(C3)C2C1=O (configuration not stated)
-2%,O=S(=O)(c1ccc(Br)s1)N1CCN(c2ccc(F)cc2)CC1
